# Platelet DG rel – platelet dense granule release activity | human platelet-rich plasma, SFLLRN dense granule ATP release, luminescence | inhibition, %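 (compounds screened at 7.5 µM in platelet-rich plasma)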 | 300,000 tested, 0.22% active;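 active = mean replicate score, as percent of positive control, at or above 50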
# HIF activator – HIF pathway transcriptional activation; 300,000 tested, 0.32% active; AID 1910; U2OS HRE-luciferase reporter, luminescence; normalized: DMSO 0%, desferrioxamine 100%; activation, % at 7.5 µM (by protocol);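 active = mean activation of at least 10% of the iron chelator positive control signal, with at least half of replicates also reaching 10%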
# IEC-6 cytotox – kills IEC-6 intestinal cells in KLF5 counter-screen. IEC-6 cytotoxicity, luminescence viability. 290,000 tested, 0.78% active. AID 1825. inhibition, % at 5 µM; in the data active = inhibition above about 22%;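 also: 0% = plate median of test compound wells and 100% = cytotoxic reference compound wells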
# AI-2 QS mod – modulators of Vibrio harveyi AI-2 quorum sensing system; 300,000 tested, 0.4% active; activity change, % at 7.5 µM; Vibrio harveyi JMH597 AI-2 luminescence/OD600 ratio, 9 h; active compounds read low; strain lacks LuxN and CqsS sensors; 0 = neutral-control median; in the data active = activity change below about -75%, passing the limit was not always enough;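 also: luminescence divided by OD600 gain over 9 h not by final OD600 alone; inactives centre near 13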
# SKKanGAS inh – inhibitors of SKKanGAS S. pyogenes growth in kanamycin (SK-promoter or general growth effect); BacTiter-Glo, 6 h; inhibition, % at 7.5 µM; 300,000 tested, 1.3% active; AID 1662;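 active = mean replicate score, as percent of positive control median, at least 50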;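 also: strain carries kanamycin resistance gene driven by streptokinase promoter and grows in 40 µg/ml kanamycin; loss of luminescence reflects streptokinase promoter inhibition or plain growth inhibition; 0% = median of DMSO wells and 100% = positive control at its reference dose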
# KLF5 inh – suppresses KLF5 promoter-driven expression | DLD-1 KLF5 promoter-luciferase reporter, luminescence | inhibition, % at 5 µM | 290,000 tested, 0.23% active | AID 1700;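 active = inhibition above a per-plate limit of that plate's mean compound inhibition plus 3 SD, cut at about 60% in these data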;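 also: 0% = DMSO wells and 100% = LY294002 at 200 µM; higher means less KLF5 promoter-driven luciferase light; inactives centre near -14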
# HSF1 inhib – HSF1 inhibition | activity change, negative = inhibition, % at 7.5 µM (by protocol) | 300,000 tested, 0.77% active | NIH3T3-HGL HSE-luciferase, MG132-induced, luminescence 8 h; active compounds read low;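 active = more than half of replicate wells show activity change below -50%, luminescence cut by over half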;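 also: luciferase reports HSF-1 transcriptional activity via heat shock element; 0% = median of DMSO wells and -100% = zero luminescence signal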
# aSyn UTR inh – 5' untranslated region of α-synuclein, MLPCN primary screen | alpha-synuclein 5'UTR reporter, inhibitor activity | inhibition, % (tested at 7.5 µM) | 300,000 tested, 0.82% active | AID 1813; in the data active = inhibition above about 60%;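 also: H4 neuroglioblastoma cells stably carrying SNCA 5'UTR luciferase fusion; 0% = DMSO wells and 100% = positive control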
# HSP90 inh – blocks HSP90-mediated luciferase refolding in reticulocyte lysate. Rabbit reticulocyte lysate, luciferase refolding luminescence, 3 h. inhibition, % at 5.6 µM. 290,000 tested, 0.91% active. AID 1789;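 active = inhibition above the screen-wide mean plus 3 SD, computed separately per campaign, cut at about 16% in these data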;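 also: 0% = DMSO wells and 100% = 60 µM geldanamycin wells; inhibitors lower the luminescence because luciferase stays unfolded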
# HSF-1 act – increases HSF-1 driven luciferase reporter signal | NIH3T3-HGL HSF-1 luciferase reporter, MG132, 8 h; 100% = twice DMSO control signal | activation, % at 9 µM | 300,000 tested, 1.7% active;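 active = mean replicate activation of at least 50% with a set share of replicates each reaching 50%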;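 also: 0% = median of the neutral control wells and 100% = twice that signal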
# * marks the source's active call; other numbers are inactive results; / = no result given.
SMILES,Platelet DG rel,HIF activator,IEC-6 cytotox,AI-2 QS mod,SKKanGAS inh,KLF5 inh,HSF1 inhib,aSyn UTR inh,HSP90 inh,HSF-1 act
Cc1cccc(OCc2nnc(SCC(=O)Nc3ccc(C)c(Cl)c3)o2)c1,1,-0.4,3,40,-3,-9,-22,4,-1,-41
c1ccc(CCNc2ncnc3scc(C4COc5ccccc5O4)c23)cc1 (centres undefined),-2,-0.5,5,4,35,-9,3,24,1,-2
COC(=O)c1cc(=O)c2cccc(OC)c2[nH]1,14,-0.3,-2,16,2,2,-6,-18,0,12
CCCCN1CN(S(=O)(=O)c2cccs2)c2nc3ccccc3nc21,-36,0.0,3,17,6,-14,-6,-3,0,-4
O=c1c(CN2CCN(c3ccccn3)CC2)coc2ccccc12,5,-0.1,-10,4,5,-7,5,-20,1,21
O=C(NCCNCCO)C1(C(F)(F)F)C/C(=C\Cc2ccccc2)CCCO1 (centres undefined),3,-0.8,/,8,3,/,2,-22,/,-5
O=C(c1ccco1)N1CCN(S(=O)(=O)c2ccc(F)cc2)CC1,-2,-0.2,-2,16,2,-20,-14,15,-2,-31
Cc1ccc(C)n1-c1ccccc1N,2,-1.6,0,4,4,-34,-44,42,1,-43
COc1cc(C(=O)NCc2nnc(SCC(=O)N3CCCc4ccccc43)o2)cc(OC)c1OC,-11,0.0,2,25,-9,-2,0,1,1,15
COc1ccc(-n2c(N)c(C(=O)NCc3ccco3)c3nc4ccccc4nc32)cc1OC,-3,-0.3,-4,10,18,-10,1,23,2,7
Cc1cc2cc3c(cc2nc1SCC(=O)O)OCCO3,-21,0.1,5,26,-1,-20,-3,-9,4,4
O=C1CC2(CCCCCC2)Oc2ccc(Cl)cc21,2,1.9,/,25,5,/,-4,3,/,-6
CN(CC(=O)Nc1ccc(Cl)cc1)CC(=O)Nc1cccc(Br)c1,-3,1.0,-2,/,4,-19,5,-7,1,13
CC(Oc1ccc(Cl)cc1)C(=O)OCC(=O)Nc1ncc(Cl)cc1Cl (centres undefined),-17,-0.6,-2,-18,-4,-16,44,9,3,84*
Cc1ccc(C(C(=O)NC2CCCC2)N(C(=O)c2csnn2)C2CCCC2)o1 (centres undefined),4,0.1,-6,-3,-19,-11,3,-22,1,22
CCN1CCN(c2oc(/C=C/c3ccccc3)nc2C#N)CC1,-4,0.0,0,8,3,-69,-5,-30,2,-7
COc1cc(CC(=O)Nc2ccc3nc(C)sc3c2)cc(OC)c1OC,3,-0.1,-3,25,-11,-19,0,17,-1,8
N#Cc1ccc(NC(=O)c2nc(-c3ccccc3)n(-c3ccccc3)n2)cc1,5,0.0,2,16,6,-29,-12,3,-3,-4
CCCN(C(=O)Cc1coc2cc(C)c(C)cc12)c1c(N)n(Cc2ccccc2)c(=O)[nH]c1=O,-6,-0.4,/,40,-17,/,3,2,/,5
COc1cccc(S(=O)(=O)Nc2ccc(C(=O)N3CCCCCC3)cc2)c1,1,0.0,2,23,4,6,1,12,3,13
COc1ccc(S(=O)(=O)N2CCC(C)CC2)cc1Br,-1,0.1,3,16,10,-3,4,2,-2,-11
CC(C)C(NC(=O)OCc1ccccc1)C(=O)OCC(=O)N1CCCCC1 (centres undefined),0,2.5,-2,5,-2,-51,7,-132,-1,9
O=C(Nc1ccccc1)Nc1ccc2ccccc2c1,0,2.9,5,8,-8,-159,1,-141,0,12
COc1ccccc1-c1cc(-c2cc(Cl)ccc2O)n[nH]1,-7,0.7,-6,19,14,-17,1,-6,-4,-7
O=C(/C=C/c1cccc(F)c1)c1ccc(N2CCOCC2)cc1,2,3.2,4,17,-5,-28,-5,-80,-1,-19
CC(C)(C)NC(=S)N/N=C/c1cc(Br)c(O)c(Br)c1,2,0.3,6,19,13,-14,-1,-36,8,-8
c1coc(CN2CNc3nc4ccccc4n3C2)c1,-14,0.8,10,-14,-6,14,-7,-13,0,15
COc1cc(NC(=O)[C@H](C)NC(=O)N2CCn3c2nc2ccccc23)cc(OC)c1,-9,0.3,1,5,2,-5,-2,9,-4,-10
O=C1Nc2ccccc2C1=O,-2,0.3,/,9,1,/,-12,-24,/,-15
CCOC(=O)C1=C(c2cccc(F)c2)NC(=S)NC1C (centres undefined),6,2.8,2,7,1,-45,10,25,6,10
C/C(=N/NC(=O)CNC(=O)c1cccnc1)c1ccco1,-8,0.1,3,41,3,-5,0,3,3,9
CC1CCCC(C)N1C(=O)Cc1ccccc1 (centres undefined),-2,0.0,-2,11,5,-6,2,7,0,3
O=C(CSc1nnc2c(Cl)cc(Cl)cn12)N1CCN(S(=O)(=O)c2ccccc2)CC1,-6,-0.4,-2,11,-4,-30,1,-3,0,-1
CC(Sc1ccc2nnc(-c3ccc(F)cc3)n2n1)C(=O)O (centres undefined),-5,0.1,8,22,-2,-8,0,-17,6,24
Cc1ccc(-c2csc3ncnc(-n4nnc5ccccc54)c23)cc1,3,-0.4,4,17,7,-23,5,17,1,1
CCn1c(C)[n+](CCCS(=O)(=O)[O-])c2cc(Cl)c(Cl)cc21,3,-0.5,2,16,0,-9,-3,-2,1,-18
CC12CCC(=O)N1C(C(=O)NNC(=O)COc1ccc(Br)cc1)CS2 (centres undefined),6,-0.3,/,23,1,/,-4,-1,/,11
CC(C)(C)OC(=O)N1CCC(C(=O)N[C@@H](Cc2ccccc2)C(=O)O)CC1,1,-0.4,-1,5,-3,-5,-9,-11,6,-1
COc1cccc(NC(=O)CSC2=NN3CCCC(=O)N=C3S2)c1,-30,-4.0,-3,-57,0,2,-8,-8,1,-5
CCN1CCN(c2cc(N3CCN(C(=O)c4ccco4)CC3)c3c4c(onc24)-c2ccccc2C3=O)CC1,2,-1.5,3,-2,19,4,-3,23,-2,6

# Exported as tab-separated lines: 16 of the compounds above.
mol	Platelet DG rel	HIF activator	IEC-6 cytotox	AI-2 QS mod	SKKanGAS inh	KLF5 inh	HSF1 inhib	aSyn UTR inh	HSP90 inh	HSF-1 act
c1ccc(CCNc2ncnc3scc(C4COc5ccccc5O4)c23)cc1 (centres undefined)	-2	-0.5	5	4	35	-9	3	24	1	-2
COC(=O)c1cc(=O)c2cccc(OC)c2[nH]1	14	-0.3	-2	16	2	2	-6	-18	0	12
CCCCN1CN(S(=O)(=O)c2cccs2)c2nc3ccccc3nc21	-36	0.0	3	17	6	-14	-6	-3	0	-4
O=c1c(CN2CCN(c3ccccn3)CC2)coc2ccccc12	5	-0.1	-10	4	5	-7	5	-20	1	21
O=C(NCCNCCO)C1(C(F)(F)F)C/C(=C\Cc2ccccc2)CCCO1 (centres undefined)	3	-0.8	/	8	3	/	2	-22	/	-5
O=C(c1ccco1)N1CCN(S(=O)(=O)c2ccc(F)cc2)CC1	-2	-0.2	-2	16	2	-20	-14	15	-2	-31
Cc1ccc(C)n1-c1ccccc1N	2	-1.6	0	4	4	-34	-44	42	1	-43
COc1cc(C(=O)NCc2nnc(SCC(=O)N3CCCc4ccccc43)o2)cc(OC)c1OC	-11	0.0	2	25	-9	-2	0	1	1	15
COc1ccc(-n2c(N)c(C(=O)NCc3ccco3)c3nc4ccccc4nc32)cc1OC	-3	-0.3	-4	10	18	-10	1	23	2	7
Cc1cc2cc3c(cc2nc1SCC(=O)O)OCCO3	-21	0.1	5	26	-1	-20	-3	-9	4	4
O=C1CC2(CCCCCC2)Oc2ccc(Cl)cc21	2	1.9	/	25	5	/	-4	3	/	-6
CN(CC(=O)Nc1ccc(Cl)cc1)CC(=O)Nc1cccc(Br)c1	-3	1.0	-2	/	4	-19	5	-7	1	13
CC(Oc1ccc(Cl)cc1)C(=O)OCC(=O)Nc1ncc(Cl)cc1Cl (centres undefined)	-17	-0.6	-2	-18	-4	-16	44	9	3	84*
Cc1ccc(C(C(=O)NC2CCCC2)N(C(=O)c2csnn2)C2CCCC2)o1 (centres undefined)	4	0.1	-6	-3	-19	-11	3	-22	1	22
CCN1CCN(c2oc(/C=C/c3ccccc3)nc2C#N)CC1	-4	0.0	0	8	3	-69	-5	-30	2	-7
COc1cc(CC(=O)Nc2ccc3nc(C)sc3c2)cc(OC)c1OC	3	-0.1	-3	25	-11	-19	0	17	-1	8

# Later entries.
SMILES,Platelet DG rel,HIF activator,IEC-6 cytotox,AI-2 QS mod,SKKanGAS inh,KLF5 inh,HSF1 inhib,aSyn UTR inh,HSP90 inh,HSF-1 act
COc1cccc(/C=N\NC(=O)c2ccc(Cn3cc(Br)c([N+](=O)[O-])n3)o2)c1O,6,18*,0,0,10,40,3,50,5,31
Cn1c(NCc2ccc(Cl)cc2)nc2ccccc21,9,1.6,-6,31,9,-81,36,-100,-2,54*
COc1cccc(Nc2nc3ccccc3nc2NS(=O)(=O)c2ccc(NC(C)=O)cc2)c1,-6,0.3,4,-1,10,-24,-9,5,-1,-4
O=C1CCc2cc(S(=O)(=O)Nc3ccccc3F)cc3c2N1CCC3,9,-0.5,/,17,27,/,-3,9,/,-15
Nc1cc(OC(=O)c2ccc(F)cc2)nn1S(=O)(=O)c1ccccc1,-1,-0.2,-7,10,0,-7,-6,3,3,5
COc1ccc(N(CC(=O)NC(C)(C)C)C(=O)CCC(=O)Nc2nccs2)cc1,6,-1.0,-2,7,-3,-4,1,-8,1,-17
Cc1ccc(OCC(=O)N[C@@H](C)c2nnc3ccccn23)cc1C,-1,-0.4,-11,34,3,-22,-4,8,-5,6
Cc1nn(Cc2ccc(C(=O)NN)o2)c(C)c1Cl,-1,0.0,3,-2,-1,-8,-1,9,2,-6
Cc1c(C(=O)N2CCCCC2)c(S(=O)(=O)N(C)Cc2ccccc2)c(C)n1C,56*,-0.1,0,-3,29,-6,-9,27,-2,4
COc1ccc(-c2nc(CS(=O)CC(=O)NCc3cccnc3)c(C)o2)cc1 (centres undefined),3,0.1,0,14,2,-22,-1,-18,-1,-17
CC(=O)Nc1ccc(OC(F)(F)C(F)C(F)(F)F)c(NC(C)=O)c1 (centres undefined),22,0.1,6,8,-4,-2,-1,-14,2,-6
CCCOC1CCCN(C(=O)CCc2nnc(Cc3cccc(C)c3)o2)C1 (centres undefined),-3,4.0,-6,14,-1,-35,30,-164,-2,63*
Cc1cccc(/N=C/c2sc3ccccc3c2O)n1,51*,2.0,3,22,18,-41,4,-32,6,13
Fc1cc2[nH]c(=S)[nH]c2c(Br)c1N1CCSCC1,28,-0.2,-5,16,4,-43,-1,14,-1,16
CCc1ccccc1N1C(=O)c2cccc3c(N4CCOCC4)c([N+](=O)[O-])cc(c23)C1=O,-5,-1.0,7,15,25,-13,1,34,3,-4
O=C1CCC2=C(CCCC2=O)N1,6,0.0,5,1,-4,-18,-7,-20,1,-1
CCOC(=O)CC(=O)CSc1nc(C)cc(-c2cccnc2)c1C#N,-7,-0.9,-8,8,9,-12,14,30,3,27
COc1ccc(-n2nc(C(=O)NCC(=O)NCCCN3CCN(C)CC3)c3ccccc3c2=O)cc1,0,0.1,-14,19,3,-28,-3,17,1,5
O=C1c2ccccc2C(=O)C1c1ccc2ccccc2n1,18,-0.4,1,4,24,-20,-3,94*,0,33

# Screening results (PubChem)
